VIM-2 inh: blocks Pseudomonas aeruginosa VIM-2 metallo-beta-lactamase; 290,000 tested, 0.89% active; AID 1527; purified VIM-2, nitrocefin hydrolysis, epi-absorbance fluorescence; inhibition, % at 5.6 µM;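 active = inhibition above the mean of all tested compounds plus 3 SD, cutoff set per screening run, cut at about 7.5% in these data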;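 note: red hydrolysis product quenches plate fluorescence so inhibitors raise well fluorescence; 0% = enzyme with DMSO and 100% = DMSO without enzyme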
HCV NS3 hel inh: blocks Hepatitis C virus NS3 helicase unwinding; inhibition, % at 10.9 µM; NS3 helicase DNA unwinding, Cy5 molecular beacon fluorescence; 290,000 tested, 0.56% active;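 active = inhibition above the mean of all tested compounds plus 3 SD, set per campaign, cut at about 35% in these data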;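 note: 0% = DMSO wells and 100% = thioflavine S control wells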
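test system = hepatitis C virus NS3 helicase domain fragment enzyme | reagent = annealed dual-labelled DNA beacon duplex, ATP-started | times = 1 h at 25 °C | detection = Cy5 fluorescence, 0 and 60 min reads | read-out basis = percent inhibition from t60/t0 fluorescence ratio | control set = DMSO and thioflavine S | replication = one well per compound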
SUMO HTRF inh: inhibitors of human SUMOylation (UBC9). HTRF SUMOylation assay, SAE1/SAE2 + UBC9, in vitro. inhibition, % at 35 µM. 290,000 tested, 0.36% active. AID 2006; in the data active = inhibition above about 50%, passing the limit was not always enough; note: strong numbers were not always called active
FID counter: fluorescent intercalator displacement, NS3 helicase counter-screen | inhibition, % at 7.9 µM | 290,000 tested, 0.17% active | DNA fluorescent intercalator displacement, fluorescence; in the data active = inhibition above about 37%;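 note: 0% = vehicle and 100% = reference compound; higher means more ethidium bromide displaced from hairpin DNA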
PHOSPHO1 block: inhibitors of human PHOSPHO1 phosphatase; recombinant PHOSPHO1, absorbance phosphatase assay; Q8TCT1; inhibition, % at 13.3 µM; 290,000 tested, 1.1% active; in the data active = inhibition above about 60%
MEKK3 PB1 HTS: modulators (inhibitors or enhancers) of MEK5 binding to human MEKK3 PB1 domain; Q99759; bead-based flow cytometry, Alexa488-MEK5 binding to MEKK3; actives lie on both sides; 0 = blocked by unlabeled MEK5, 100 = vehicle; binding response (% of control), % at 10 µM; 290,000 tested, 1.4% active;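 active = binding response more than 3 SD above or below the average of its plate-row segment, actives on both sides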;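 note: Alexa488 bead fluorescence after subtracting the streptavidin-only scavenger bead signal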
p-CIP stab down: lowers stability of the mouse p/CIP coactivator protein. AID 1984. decrease of EGFP signal, % at 10 µM. 290,000 tested, 0.01% active. Q05BA5. F442A p/CIP-EGFP cells, EGFP fluorescence, 16 h;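 active = EGFP signal decrease of at least 30% at 10 µM or well 3 SD below plate mean, unless failing retest; inactive = the rest, including hits failing retest or dose response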; note: some compounds called inactive have numbers as strong as hits; many of its hits are not listed in these tables
Target sequence (Q05BA5 1-1403): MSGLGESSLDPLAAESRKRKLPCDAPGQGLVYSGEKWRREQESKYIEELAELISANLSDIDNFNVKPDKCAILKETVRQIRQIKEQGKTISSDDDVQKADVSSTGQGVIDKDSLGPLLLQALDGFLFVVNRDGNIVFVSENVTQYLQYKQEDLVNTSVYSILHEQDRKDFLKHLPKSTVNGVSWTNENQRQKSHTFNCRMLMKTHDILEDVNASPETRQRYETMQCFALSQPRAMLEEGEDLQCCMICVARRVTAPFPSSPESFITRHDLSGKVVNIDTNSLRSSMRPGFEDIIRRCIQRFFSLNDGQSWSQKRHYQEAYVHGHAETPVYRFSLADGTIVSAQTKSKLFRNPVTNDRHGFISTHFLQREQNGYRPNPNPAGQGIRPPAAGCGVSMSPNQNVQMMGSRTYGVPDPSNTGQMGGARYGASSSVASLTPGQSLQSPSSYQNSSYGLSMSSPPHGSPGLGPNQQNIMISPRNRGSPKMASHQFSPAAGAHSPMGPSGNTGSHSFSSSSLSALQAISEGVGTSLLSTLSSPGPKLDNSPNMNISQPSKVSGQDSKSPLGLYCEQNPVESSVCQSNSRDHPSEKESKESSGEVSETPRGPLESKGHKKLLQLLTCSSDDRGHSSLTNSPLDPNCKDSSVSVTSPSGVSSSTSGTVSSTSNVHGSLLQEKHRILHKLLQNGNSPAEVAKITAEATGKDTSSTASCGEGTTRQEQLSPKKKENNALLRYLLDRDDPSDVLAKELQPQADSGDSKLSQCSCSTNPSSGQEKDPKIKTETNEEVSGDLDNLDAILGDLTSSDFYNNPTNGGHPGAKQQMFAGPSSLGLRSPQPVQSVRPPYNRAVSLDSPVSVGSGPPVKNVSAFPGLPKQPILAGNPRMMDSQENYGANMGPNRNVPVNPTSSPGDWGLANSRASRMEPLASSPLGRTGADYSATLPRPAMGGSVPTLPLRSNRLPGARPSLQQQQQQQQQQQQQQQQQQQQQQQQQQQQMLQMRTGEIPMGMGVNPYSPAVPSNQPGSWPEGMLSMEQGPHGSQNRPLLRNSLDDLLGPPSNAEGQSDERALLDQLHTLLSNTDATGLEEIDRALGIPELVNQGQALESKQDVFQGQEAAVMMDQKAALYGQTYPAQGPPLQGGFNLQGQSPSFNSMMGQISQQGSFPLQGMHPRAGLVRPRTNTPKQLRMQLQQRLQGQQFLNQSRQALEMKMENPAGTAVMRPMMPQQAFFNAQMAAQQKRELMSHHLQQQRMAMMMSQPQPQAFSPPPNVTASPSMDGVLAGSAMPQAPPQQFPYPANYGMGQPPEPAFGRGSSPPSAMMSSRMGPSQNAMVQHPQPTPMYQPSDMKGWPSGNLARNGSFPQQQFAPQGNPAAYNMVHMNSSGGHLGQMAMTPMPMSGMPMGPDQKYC
IDE cell activ: activators of human insulin-degrading enzyme in cells; activation, % at 5.96 µM; P14735; HEK cells, FAbeta-B cleavage, fluorescence polarization; 0% vehicle, 100% cell-free pure enzyme wells; 340,000 tested, 0.073% active;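 active = activation above the mean of all tested compounds plus 3 SD, set per screening campaign, cut at about 17% in these data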
IMP-1 inh: blocks Pseudomonas aeruginosa IMP-1 metallo-beta-lactamase; 290,000 tested, 0.45% active; purified IMP-1, nitrocefin hydrolysis, epi-absorbance fluorescence; inhibition, % at 5.6 µM;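 active = inhibition above the mean plus 3 SD of all compounds in the same screening run, cut at about 4.5% in these data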;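 note: 0% = IMP-1 with DMSO and 100% = DMSO wells lacking enzyme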
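Assay system: purified IMP-1; Quantity: IMP-1 0.2 nM before substrate addition; Medium: HEPES buffer pH 7.1 with ZnSO4 and Brij 35; Incubation: 15 min enzyme–compound preincubation, then 25 min nitrocefin reaction, 25 °C; Signal: fluorescence quenching readout, ex 480/em 530 nm; Controls: DMSO with and without IMP-1; Repeats: singlicate testing.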
* marks the source's active call; other numbers are inactive results; x = not tested or not shown.

SMILES	VIM-2 inh	HCV NS3 hel inh	SUMO HTRF inh	FID counter	PHOSPHO1 block	MEKK3 PB1 HTS	p-CIP stab down	IDE cell activ	IMP-1 inh
O=C(O)Cc1ccc(NC(=O)Nc2ccc3c(c2)OCO3)cc1	-2.8	7	6	-2	1	99	-1	7	-3.2
O=C(Nc1nc2cc3c(cc2s1)OCCO3)c1ccc(N2C(=O)CCC2=O)cc1	-0.2	-3	43	-3	32	97	-4	-4	-1.1
CSc1nc(N)c(C#N)c(-c2ccc(Cl)cc2)c1C#N	-3.7	-14	-4	6	19	111	0	4	-0.3
CCOc1ccc(C2C(C#N)=C(N)N(c3sc4c(c3C#N)CCCC4)C3=C2C(=O)CCC3)cc1 (stereo not given)	-0.6	2	14	-6	56	95	-10	-4	-2.0
Cc1cccc(NC(=O)CSc2nnc(-c3cnccn3)n2Cc2ccco2)c1	0.5	0	-8	-28	45	99	-25	-8	-3.0
N#Cc1ccc(/C=C(\C(=O)C(=O)O)c2ccc3ccccc3n2)cc1	-0.8	14	28	4	34	110	-4	6	-2.6
CCOc1ccccc1NC(=S)NCc1ccco1	0.8	-1	12	-2	82*	102	-7	2	-3.4
CC(=O)NCCNC(=O)C1CCC(CNc2nc(=S)[nH]c3ccccc23)CC1 (stereo not given)	-3.7	18	2	-13	0	104	1	5	-5.4
NC(=O)C1=C[C@H](c2csc3ccccc23)C[C@H](OCCCCO)O1	-2.6	-6	6	-17	52	101	4	2	-1.5
CCOC(=O)C(C(=O)N(C)C)c1ncc(C(F)(F)F)cc1Cl (stereo not given)	-3.0	1	7	2	-16	98	-1	4	-2.6
C/C(=N\NC(=O)C1COc2ccccc2O1)c1ccc(C)o1 (stereo not given)	-3.0	-2	0	-4	-14	97	-7	3	-5.0
Cn1nnc(NC(=O)c2ccc(Br)o2)n1	-4.3	2	8	-6	-36	99	7	2	-0.9
CN(CC(=O)Nc1ccc(Cl)cc1)C(=O)c1cccc(S(=O)(=O)NCc2ccccc2)c1	0.3	-14	11	-24	9	102	-8	1	-0.3
O=C(Cc1cccs1)Nc1ccc(F)cc1	-0.2	7	10	-1	8	106	-2	-4	-0.6
O=C(CCn1nnc2ccccc21)N1CCC(O)(c2cccc(F)c2)CC1	-0.3	-9	14	-14	5	110	-5	2	-2.4
O=C(OCCN1CCCCC1)c1ccccc1Br	-3.2	-6	12	-6	15	105	-16	-5	-3.6
Cc1cc(NC(=O)CSc2nc3sc(C)c(C)c3c(=O)n2C2CCCC2)no1	-3.9	10	15	2	18	71	-11	5	-2.2
COc1cccc(-c2n[nH]c(=S)n2Cc2ccco2)c1OC	-1.7	9	-19	-12	56	99	2	-3	0.1
COc1ccc(CCNC(=O)C2CCCN(S(=O)(=O)c3ccc(F)cc3)C2)cc1 (stereo not given)	-0.7	0	5	-28	18	100	-4	-4	-0.7
O=C(Cn1c(C(=O)NCc2ccco2)cc2sccc21)c1ccccc1	-1.4	8	12	-18	12	x	-2	5	-3.6
CNc1nc(N)c([N+](=O)[O-])c(Nc2ccccc2OC)n1	2.9	9	-8	-6	31	104	8	4	-1.6
Cc1ccc(S(=O)(=O)N2CCOCC2)cc1C(=O)Nc1ccccn1	0.0	-1	-8	3	-8	96	3	-5	-0.4
COC(=O)c1[nH]c2ccccc2c1NC(=O)/C=C/c1ccc2c(c1)OCO2	0.1	-8	9	-2	4	99	-19	0	2.2
O=C(NNC(=O)c1cccs1)c1ccc(Cl)c(Cl)c1	-1.8	3	5	0	3	149*	-2	4	-2.0
CCn1cc(C(=O)NCc2ccncc2)c(=O)c2cc(F)c(N3CCN(C(=O)c4ccco4)CC3)cc21	0.7	-1	34	-34	-10	89	0	x	-2.9

(cont.)
SMILES	VIM-2 inh	HCV NS3 hel inh	SUMO HTRF inh	FID counter	PHOSPHO1 block	MEKK3 PB1 HTS	p-CIP stab down	IDE cell activ	IMP-1 inh
Cc1ccc(NC(=O)CN2CCN(C)CC2)cc1Br	-0.1	4	9	5	-2	98	3	4	-0.8
O=C(/C=C/c1ccc(Cl)cc1)N(Cc1ccccc1)c1ccccn1	-3.1	-11	7	-2	10	102	-1	7	-2.3
CCC1(C)Cc2c(sc3nc(NC)n(C)c(=O)c23)CO1 (stereo not given)	-2.7	3	23	0	47	x	6	-3	-4.4
Cc1ccc(C)c(N(CC(=O)Nc2cc(Cl)ccc2Oc2ccccc2)S(C)(=O)=O)c1	0.4	-14	-43	-8	8	102	1	4	-1.4
O=C(OC1CCN(c2ccc([N+](=O)[O-])cc2)CC1)c1ccccc1	-4.0	0	34	1	-5	105	-7	4	-4.4
C=CCN1C(=O)CN=C1Nc1ccccc1	-4.2	0	-15	-1	8	97	-4	1	-3.0
Cn1c(=O)c2c(-c3ccccc3)n(N3CCOCC3)cc2n(C)c1=O	-2.7	7	32	2	6	97	2	4	-0.9
C=CCn1c(SCC(=O)Nc2ccc3c(c2)OCO3)nnc1-c1ccccc1O	-3.8	-4	-3	-18	10	103	-17	10	-1.7
Cc1ccc(-c2csc3ncnc(NCCC(=O)O)c23)cc1	-0.7	0	-10	-31	15	103	5	4	-4.8
CC(=O)N1CCc2cc(N=NC3=C(O)CC(C)(C)CC3=O)ccc21	-2.7	5	4	-18	24	101	7	-6	-3.5
Cc1cccc(NC(=O)CC2(CC(=O)O)CCCC2)c1	-2.6	1	-6	-5	42	104	-8	0	-2.1
Cc1cc(C)nc(CCNC(=O)CC2C(=O)NCCN2Cc2ccccc2)n1 (stereo not given)	-3.2	2	12	-17	29	99	-11	-3	-3.4
COc1cc(NC(=O)c2cc(-c3ccco3)on2)cc(OC)c1OC	0.5	1	28	-37	32	103	-15	1	-1.6
Cn1c(=O)c2c(nc(SCCCC#N)n2Cc2ccccc2F)n(C)c1=O	-0.8	1	-5	-7	-3	101	-4	-7	-4.0
Cn1nccc1C(=O)N1CCCC(C(=O)c2ccc(C(F)(F)F)cc2)C1 (stereo not given)	-2.2	6	4	-30	18	98	-2	4	-1.6
CCOc1ccc(N(C)S(=O)(=O)c2cc(-c3cc(C)no3)ccc2CC)cc1	-1.3	-7	-16	-29	23	99	13	-1	-3.2
CCOC(=O)N1CCN(C(=O)c2oc3ccc(S(=O)(=O)N4CC(C)CC(C)C4)cc3c2C)CC1 (stereo not given)	-1.0	-5	5	-4	40	117	-11	9	-0.9
COC(=O)C(C)C1Sc2ccccc2NC1=O (stereo not given)	-1.5	1	-4	-4	-14	91	-4	-1	-5.1
CN1CCc2c(sc(NC(=O)c3cc(Cl)sc3Cl)c2C(N)=O)C1	14*	-10	11	13	25	105	-7	x	0.8
COc1ccc(NC(=O)N/C=C/c2ccco2)cc1	-0.7	13	-5	-10	13	106	-8	4	-2.3
COc1cc2c(cc1OC)CN(C(=O)Cc1ccc(OC)c(S(=O)(=O)N3CCOCC3)c1)CC2	-0.9	-1	0	-12	14	107	1	-5	-1.0
CC(C)(C)c1ccc(NC(=O)Cn2cnc3cc([N+](=O)[O-])ccc3c2=O)cc1	-0.6	-11	9	13	41	95	-7	x	-2.1
CCN(CC)S(=O)(=O)c1cccc(NC(=O)CSc2nc3ccccc3[nH]2)c1	-2.2	6	5	-12	48	104	-12	2	-1.9
Cc1ccc(-c2c(C(=O)O)c(C(=O)O)c3n2CCC3)cc1	9.8*	-5	2	-10	24	98	-8	4	-1.6
COc1ccccc1OC(C)c1nnc(SCC(=O)Nc2c(C)n(C)n(-c3ccccc3)c2=O)n1-c1ccccc1 (stereo not given)	-3.2	-1	23	-36	40	96	-8	6	-2.5

Next part
SMILES	VIM-2 inh	HCV NS3 hel inh	SUMO HTRF inh	FID counter	PHOSPHO1 block	MEKK3 PB1 HTS	p-CIP stab down	IDE cell activ	IMP-1 inh
CNC(=O)CS(=O)(=O)CC(=O)Nc1cc(OC(C)C)c(Cl)cc1Cl	-3.4	3	25	-4	20	98	-9	1	0.0
CC(C)(C)OC(=O)N1CCC(c2c(C(=O)N3CCN(C4CCCCC4)CC3)cnn2-c2ccc(F)cc2)CC1	0.1	9	14	-18	0	96	-14	4	-1.0
COC(=O)c1ccc(NC(=O)c2cnc3scc(C)n3c2=O)cc1	-1.8	-11	8	-4	-20	92	-3	x	-1.4
CN1CCN(S(=O)(=O)c2cc(Cl)c(Cl)cc2Cl)CC1	3.2	-3	2	1	44	108	0	-1	0.2
CS(=O)(=O)N(CC(=O)N1CCOCC1)Cc1ccc(Cl)cc1	-2.6	-10	7	-1	23	103	-3	2	-3.6
CCOC(=O)N1CCN(C(=S)NC2CCCC2)CC1	-2.0	2	-1	-2	4	104	-1	2	-2.6
CCc1nc(N2CCN(C(=O)c3ccccc3)CC2)c(C#N)c2c1COC(C)(C)C2	-2.0	-1	28	-37	15	93	-12	-5	-2.9
O=C(Cc1ccc(Cl)cc1)Nc1ccccc1C(=O)N1CCCCC1	-2.7	7	-1	-24	x	102	-12	4	-4.3
COc1ccc(-n2ncc3c(N(C)C4CCCCC4)ncnc32)cc1	-0.3	-4	-5	-40	0	102	-5	0	-2.8
COc1ccc2c(C)nc(Nc3nc(C)cc(=O)[nH]3)nc2c1	1.9	-5	x	-10	x	x	x	x	-3.4
Cc1cc(C)cc(OCCNC(=O)C2CCN(S(=O)(=O)c3ccccc3)CC2)c1	-0.1	-6	-1	-37	41	101	0	-5	-0.5
Cc1ccc(N(CC(=O)N=Nc2c(O)[nH]c3ccccc23)S(C)(=O)=O)c(C)c1	-0.8	-12	-4	-19	-32	103	-13	1	-0.1
Cc1cc(C)cc(OCC(O)CN2CCN(C(=O)c3ccco3)CC2)c1 (stereo not given)	-3.7	-1	-5	-22	42	105	-4	12	-2.4
CCOC(=O)Nc1ccc2c(c1)N(C(=O)CCN(C)C)c1ccccc1CC2	-2.1	-13	11	-1	39	107	-18	3	-1.9
c1ccc2c(c1)Cn1nc(Cc3nc4c(s3)CCCC4)nc1-2	-3.4	-8	10	-19	-14	104	-21	-2	-1.4
Cc1ccc(S(=O)(=O)N(C(=O)c2ccncc2)c2ccc(OC(=O)c3ccncc3)cc2)c(C)c1	-2.2	-30	1	-7	-7	105	-3	-2	-4.6
O=C(CC(c1ccccc1)c1ccccc1)Nc1ccc(Cl)cn1	-0.9	-1	-9	-9	7	101	-3	4	-2.0
O=[N+]([O-])c1ccc(C23CC4CC(CC(O)(C4)C2)C3)cc1	15*	-5	-2	-2	43	99	5	x	-1.4
O=C(c1ccc(-c2ccccc2)cc1)C1CCCN(C(=O)c2ccncc2)C1 (stereo not given)	0.7	7	-14	-45	-19	91	4	-14	-1.1
CCc1cc(C(=O)N2CCCC(C(=O)c3cccc(OC(C)C)c3)C2)n(C)n1 (stereo not given)	-8.1	0	9	-34	-6	100	-1	3	-1.1

Three compounds picked at random from the list so far, as already listed:
SMILES	VIM-2 inh	HCV NS3 hel inh	SUMO HTRF inh	FID counter	PHOSPHO1 block	MEKK3 PB1 HTS	p-CIP stab down	IDE cell activ	IMP-1 inh
O=C(Cc1ccc(Cl)cc1)Nc1ccccc1C(=O)N1CCCCC1	-2.7	7	-1	-24	x	102	-12	4	-4.3
Cc1cc(C)cc(OCC(O)CN2CCN(C(=O)c3ccco3)CC2)c1 (stereo not given)	-3.7	-1	-5	-22	42	105	-4	12	-2.4
COc1ccc2c(C)nc(Nc3nc(C)cc(=O)[nH]3)nc2c1	1.9	-5	x	-10	x	x	x	x	-3.4

Screening data: PubChem, several laboratories

The list is partial (hit frequency here may not be typical).
